mcGAS MS inh = inhibitors of Mus musculus cyclic GMP-AMP synthase, initial high-throughput assay, cell-free, RapidFire MS. Q8C6L5. recombinant mouse cGAS, cGAMP by RapidFire MS. inhibition, % at 12.5 µM. 130,000 tested, 0.18% active;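 active means inhibition of cGAS enzyme activity at or above 60%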;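 further: enzyme stimulated by 45 bp dsDNA with ATP and GTP substrates; cGAMP share of summed cGAMP plus half ATP and half GTP signals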
Target sequence (Q8C6L5 whole entry, looked up): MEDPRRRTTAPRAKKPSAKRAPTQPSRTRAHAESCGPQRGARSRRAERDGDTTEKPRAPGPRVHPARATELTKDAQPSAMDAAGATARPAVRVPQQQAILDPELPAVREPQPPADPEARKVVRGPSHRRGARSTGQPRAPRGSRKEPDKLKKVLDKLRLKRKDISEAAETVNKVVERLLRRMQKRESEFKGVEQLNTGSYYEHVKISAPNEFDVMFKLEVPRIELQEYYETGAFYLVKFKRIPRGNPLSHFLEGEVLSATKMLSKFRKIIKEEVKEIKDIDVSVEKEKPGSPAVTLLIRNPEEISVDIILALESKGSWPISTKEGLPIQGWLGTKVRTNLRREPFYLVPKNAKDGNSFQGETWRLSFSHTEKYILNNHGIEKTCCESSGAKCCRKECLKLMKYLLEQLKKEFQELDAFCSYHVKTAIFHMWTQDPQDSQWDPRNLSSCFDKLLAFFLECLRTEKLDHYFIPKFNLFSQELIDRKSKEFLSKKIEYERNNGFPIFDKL
Numbers without * were called inactive; & = joins results of further samples. Not all compounds are listed; the hit share may differ from the screen's.

What do the screens show for `CC(OCC1CCCCO1)C(=O)Nc1nc2cc(F)ccc2n1C` (stereo unspecified)?
mcGAS MS inh: -8.0&-5.3

How did Cc1nc(CNC(=O)/C=C/c2ccc(N3CCCC3=O)cc2)n[nH]1 do in these assays?
mcGAS MS inh: 4.8

How did Cc1ccc(NC(=O)CC(=O)NCCNc2ncccc2C)c(C)c1 do in these assays?
mcGAS MS inh: -21.0

What do the screens show for `CNC(=O)NC(=O)C(C)NC(c1ccccc1)C(C)C` (stereo unspecified)?
mcGAS MS inh: -4.0

What do the screens show for `COC(=O)c1ccc(-c2nc(CN3CCN(C(=O)c4cccc(OC)c4)CC3)c(C)o2)cc1`?
mcGAS MS inh: -3.2

Results for CC1(C(=O)Nc2ccc3c(c2)OCCO3)CCN1Cc1ccsc1 (stereo unspecified) ?
mcGAS MS inh: -3.7

Results for N#CC1C(=N)C(C#N)(C#N)C(c2ccco2)C2CCCC=C12 (stereo unspecified) ?
mcGAS MS inh: -3.2

How did CNC(=O)c1cc(S(=O)(=O)N2CCCc3cccc(Cl)c32)cn1C do in these assays?
mcGAS MS inh: -10.8

What do the screens show for `O=S(=O)(NC1C2COCC1CN(CC1CCOCC1)C2)c1ccccc1` (stereo unspecified)?
mcGAS MS inh: -5.7

How did CCOC(=O)N1CCC(N2CCc3ccc(NC(=O)C4CCCO4)cc3C2)CC1 (stereo unspecified) do in these assays?
mcGAS MS inh: 1.6

How did Cc1ccc(C)c(-n2nc(-c3ccccc3)cc2C(=O)O)c1 do in these assays?
mcGAS MS inh: -0.1

What do the screens show for `O=C(c1ccc(Br)cc1)c1ccc(F)cc1F`?
mcGAS MS inh: -5.9

What do the screens show for `COc1ccc(-c2nnc(SCC(=O)N3CCOCC3)o2)cc1`?
mcGAS MS inh: -3.1

What do the screens show for `O=C(CSc1ncccn1)N1CCC2(CCc3ccccc32)C1` (stereo unspecified)?
mcGAS MS inh: -4.6

How did CCC(NC(=O)Nc1cc(C(C)(C)C)nn1C(C)(C)C)c1cnn(CC)c1 (stereo unspecified) do in these assays?
mcGAS MS inh: -10.0

Among those listed so far, 3 have a halogen:
What do the screens show for `CC(OCC1CCCCO1)C(=O)Nc1nc2cc(F)ccc2n1C` (stereo unspecified)?
mcGAS MS inh: -8.0&-5.3

How did CNC(=O)c1cc(S(=O)(=O)N2CCCc3cccc(Cl)c32)cn1C do in these assays?
mcGAS MS inh: -10.8

What do the screens show for `O=C(c1ccc(Br)cc1)c1ccc(F)cc1F`?
mcGAS MS inh: -5.9

The list goes on.
Results for Cc1ccc(OCc2cccc(C(=O)NC(C)C)c2)cn1 ?
mcGAS MS inh: -5.4

What do the screens show for `CC(CNC(=O)Cc1ccccc1O)Oc1ccccc1F` (stereo unspecified)?
mcGAS MS inh: 4.7

How did Cc1cc(-c2nc(CCc3ccccc3)nn2-c2ccccn2)cc(=O)[nH]1 do in these assays?
mcGAS MS inh: -9.5

What do the screens show for `Clc1ccc(CSc2nnc(-c3ccc4c(c3)OCO4)o2)cc1`?
mcGAS MS inh: -9.3

How did O=C(CN1C(=O)[C@@H]2CCCN2C(=O)c2ccccc21)N(Cc1ccccc1)C[C@@H]1CCC[C@@H]1O do in these assays?
mcGAS MS inh: -3.1

Results for CC(C)(N)c1cn(CC2CCCN(c3ccnc4cc(Cl)ccc34)C2)nn1 (stereo unspecified) ?
mcGAS MS inh: 8.0

What do the screens show for `O=c1[nH]c(CNCc2ccco2)nc2scc(-c3ccccc3F)c12`?
mcGAS MS inh: -17.0

What do the screens show for `CC1CCN(c2ccc(NC(=O)c3ccc4nncn4c3)cc2)C1` (stereo unspecified)?
mcGAS MS inh: -0.8

What do the screens show for `O=S(=O)(NCCCNC1CCCCC1)c1ccccc1F`?
mcGAS MS inh: -2.1

What do the screens show for `CC(C)Sc1nnc(CN2CCCC2)n1Cc1ccccc1`?
mcGAS MS inh: -1.4

What do the screens show for `Cc1ccccc1N1CCN(C(=O)Cc2c[nH]c(=O)[nH]c2=O)C(C)C1` (stereo unspecified)?
mcGAS MS inh: -11.0

Results for Cc1ccc(C(=O)N2CCCc3cc(F)ccc32)cc1NS(C)(=O)=O ?
mcGAS MS inh: -12.6

Results for O=C(O)c1cc(-c2ccccc2)nn1-c1cccc(Cl)c1 ?
mcGAS MS inh: 2.7

How did COc1nc(N(C)C)nc(-n2nnc(C(C)=O)c2C)n1 do in these assays?
mcGAS MS inh: 2.0

Results for Oc1ccc2c(c1)[nH]c1ccccc12 ?
mcGAS MS inh: 16.5

Results for Cc1ccccc1C(C)NC(=O)c1ccccc1N(C)C(=O)C1CC1 (stereo unspecified) ?
mcGAS MS inh: -5.4

Results for COc1cccc(OCC(O)CNC(=O)c2ccc3oc(C(C)C)nc3c2)c1 (stereo unspecified) ?
mcGAS MS inh: -9.2

Results for CCCN(CCC)c1c(Cl)c(Cl)nc(C(=O)O)c1Cl ?
mcGAS MS inh: -0.8

Results for CCOCCN1CCN(C2c3ccccc3CSc3ccccc32)CC1 (stereo unspecified) ?
mcGAS MS inh: -15.4

How did O=S(=O)(NN=C1CCCc2ccccc21)c1ccc(Br)cc1 do in these assays?
mcGAS MS inh: -11.1

What do the screens show for `O=C(c1ccc2ncsc2c1)N1CCCC(O)(CO)C1` (stereo unspecified)?
mcGAS MS inh: -13.5

How did COC(=O)C1=C(C)NC2=C(C(=O)CCC2)C1c1cc(Br)c(C)s1 (stereo unspecified) do in these assays?
mcGAS MS inh: -15.1

Results for CCOC(=O)N1CCC(N2CCN(c3cc(N(C)CC)ncn3)CC2)CC1 ?
mcGAS MS inh: -31.1

How did O=C(Cn1c(C2CC2)nc2ccccc21)N1CCCC1c1ccccn1 (stereo unspecified) do in these assays?
mcGAS MS inh: -10.9

Results for CN1CCN(C(=O)c2c3c(nc4ccccc24)CCN(C(=O)/C=C/c2ccoc2)C3)CC1 ?
mcGAS MS inh: -5.0

Results for CS(=O)(=O)c1ccc2nc(NC(=O)c3cnc4ccccc4n3)sc2c1 ?
mcGAS MS inh: 20.1

Results for O=C(NCC1CC2CCC1C2)C(=O)Nc1cccnc1N1CCCC1 (stereo unspecified) ?
mcGAS MS inh: -54.9

Results for C=CCn1c(SCC(N)=O)nc2c1c(=O)n(C)c(=O)n2C ?
mcGAS MS inh: -4.8

Results for OC(c1ccccc1)C(O)(C#Cc1ccccc1)C#Cc1ccccc1 (stereo unspecified) ?
mcGAS MS inh: -9.9

What do the screens show for `COC(=O)C1=C(SCc2ccccn2)SC(=C2C(=O)CC(c3ccco3)CC2=O)S1` (stereo unspecified)?
mcGAS MS inh: -5.9

Next part, starting with the last 4 of the part before.
Results for O=C(NCC1CC2CCC1C2)C(=O)Nc1cccnc1N1CCCC1 (stereo unspecified) ?
mcGAS MS inh: -54.9

Results for C=CCn1c(SCC(N)=O)nc2c1c(=O)n(C)c(=O)n2C ?
mcGAS MS inh: -4.8

Results for OC(c1ccccc1)C(O)(C#Cc1ccccc1)C#Cc1ccccc1 (stereo unspecified) ?
mcGAS MS inh: -9.9

What do the screens show for `COC(=O)C1=C(SCc2ccccn2)SC(=C2C(=O)CC(c3ccco3)CC2=O)S1` (stereo unspecified)?
mcGAS MS inh: -5.9

How did Cc1ccn2c(=O)cc(COC(=O)c3sc4nc(C)cc(C)c4c3N)nc2c1 do in these assays?
mcGAS MS inh: -10.7

How did Cc1cc[n+]2c3c(cccc13)CCC2 do in these assays?
mcGAS MS inh: 12.9

Results for Cc1cccc(C(=O)Nc2ccc(CS(C)(=O)=O)c(F)c2)c1C ?
mcGAS MS inh: -9.7

What do the screens show for `Cc1ccccc1OCC1=NN2C(=N)/C(=C/c3ccc(N(C)C)cc3)C(=O)N=C2S1`?
mcGAS MS inh: 0.5

How did CS(=O)(=O)N1CCCN(Cc2cc3n(n2)CCCNC3)CC1 do in these assays?
mcGAS MS inh: -23.3

Results for Cc1ccc(NC(=O)c2csc(-c3cnccn3)n2)cc1C(F)(F)F ?
mcGAS MS inh: -3.3

What do the screens show for `COc1ccc(C)cc1NC(=O)Cc1c(C)noc1C`?
mcGAS MS inh: 0.7

What do the screens show for `COc1cccc(NC(=O)NCCS(=O)(=O)c2c(C)n(C)c3ccccc23)c1OC`?
mcGAS MS inh: -2.3

Results for CNc1nc(NCc2ccccc2)c2sccc2n1 ?
mcGAS MS inh: 6.4

What do the screens show for `Cc1ccc(/C=C/C2=NC(=C\c3ccco3)/C(=O)O2)cc1`?
mcGAS MS inh: 1.4

How did Cc1cc2cc(CNC(=O)NC3CCCCC3)ccc2n1C do in these assays?
mcGAS MS inh: 6.2

How did O=C(NC1CCS(=O)(=O)CC1)c1ccc2ccc(Cl)cc2n1 do in these assays?
mcGAS MS inh: -15.2

Results for CN1CCC(Cc2noc([C@]34CC[C@](C)([C@@H](O)C3)C4(C)C)n2)CC1 ?
mcGAS MS inh: -14.0

Results for CN(C/C=C/c1ccco1)Cc1n[nH]c2c1CCCCC2 ?
mcGAS MS inh: -19.0

Results for NC(=O)Cc1csc(N)n1 ?
mcGAS MS inh: -5.4

How did Cc1cc(C(C)(C)C)nc(C(C)(C)C)c1 do in these assays?
mcGAS MS inh: -23.9

Results for COC(=O)CCCc1c(-c2ccccn2)[nH]c2ccccc12 ?
mcGAS MS inh: -7.2

How did COc1ccc2c(-c3cccnc3)cc(=S)[nH]c2c1 do in these assays?
mcGAS MS inh: -7.5

How did Cc1ccc(S(=O)(=O)NC(=O)C2(C)CCN2C(=O)C2CC2)cc1 (stereo unspecified) do in these assays?
mcGAS MS inh: -6.3

How did O=C(C1CCC1)N1CCOC(Cc2cccc(F)c2)C1 (stereo unspecified) do in these assays?
mcGAS MS inh: -3.7

What do the screens show for `Brc1ccc(NCc2cccs2)cc1`?
mcGAS MS inh: -9.5

How did O=C(COc1ccccc1)NNC(=O)c1ccc(Cl)cc1 do in these assays?
mcGAS MS inh: -6.0

What do the screens show for `CC1(C)c2sc(=O)[nH]c2SC2C(=O)N(c3ccc(Br)cc3)C(=O)C21` (stereo unspecified)?
mcGAS MS inh: -25.1

How did COc1cn2c(cc1=O)C(=O)N(CCNC(=O)c1ccc(N3C(=O)CCC3=O)cc1)CC2 do in these assays?
mcGAS MS inh: -3.7

Results for O=c1ccccn1Cc1cc(-c2ccco2)on1 ?
mcGAS MS inh: -10.7

Results for Cc1cccc(N2CCCn3c2nc2c3c(=O)n(CCN3CCOCC3)c(=O)n2C)c1 ?
mcGAS MS inh: -7.4

How did CCCc1ncc(C(O)c2ccc(C)cc2)n1C (stereo unspecified) do in these assays?
mcGAS MS inh: -3.6

What do the screens show for `N#CCn1c(=O)oc2ccccc21`?
mcGAS MS inh: -11.5

How did Cc1ccsc1[C@@H]1CCN(Cc2cccn2-c2ncccn2)C[C@H]1O do in these assays?
mcGAS MS inh: 11.1

How did c1ccc2c(NCC3CCN(C4CC4)C3)ncnc2c1 (stereo unspecified) do in these assays?
mcGAS MS inh: -3.1

Quoted at random: two compounds from above, in no set order.
How did COc1ccc2c(-c3cccnc3)cc(=S)[nH]c2c1 do in these assays?
mcGAS MS inh: -7.5

How did Cc1cc(C(C)(C)C)nc(C(C)(C)C)c1 do in these assays?
mcGAS MS inh: -23.9

Additional results:
Results for COc1cccc(-n2nnc3c(=O)n(Cc4ccc(Cl)cc4Cl)cnc32)c1 ?
mcGAS MS inh: 5.7

What do the screens show for `Cc1nc(Cc2nnc(SCC(=O)c3cc(C)n(C)c3C)o2)cs1`?
mcGAS MS inh: -14.3

What do the screens show for `COc1ccc(OC)c(/C=C2N=C(/C=C/c3ccc(C)cc3)OC\2=O)c1`?
mcGAS MS inh: 2.1

Results for COC1(C)CC(N(C)c2cc(C(F)(F)F)nc3ncnn23)C1(C)C (stereo unspecified) ?
mcGAS MS inh: -9.9

What do the screens show for `Cc1nn(CC(=O)Nc2ccccc2OC(F)(F)F)c(C)c1[N+](=O)[O-]`?
mcGAS MS inh: -1.2

How did Cc1ccn(C(=O)Cc2csc(-c3ccccn3)n2)c(=NC2CCCCC2)c1 do in these assays?
mcGAS MS inh: 3.5

What do the screens show for `CCCCc1ccc(S(=O)(=O)NC(=O)C2(C)CCN2C(=O)c2cc(C)n(C)n2)cc1` (stereo unspecified)?
mcGAS MS inh: -12.4

What do the screens show for `CN(c1ccc(I)cc1)S(=O)(=O)c1cn[nH]c1`?
mcGAS MS inh: -22.7

What do the screens show for `CC(=O)Nc1ccc(Cl)c(C(=O)NCc2c(F)cccc2F)c1`?
mcGAS MS inh: -11.4

Results for CCCC(=O)N1CCC1(C)C(=O)Nc1ccc2c(c1)CCN2C(C)=O (stereo unspecified) ?
mcGAS MS inh: -7.8

How did CCOCC(=O)Nc1cc(C)on1 do in these assays?
mcGAS MS inh: -6.6

How did Cc1sc(=O)n(CC(=O)Nc2ccc(Br)cc2)c1C do in these assays?
mcGAS MS inh: -4.5

What do the screens show for `Cc1ncoc1C(=O)Nc1ccc(N2CCC(CN(C)C)CC2)cc1`?
mcGAS MS inh: 1.0

Results for Cc1cccc(C(=O)NC(C)C(=O)N2CC=C(c3c[nH]c4ccccc34)CC2)c1 (stereo unspecified) ?
mcGAS MS inh: -21.0

What do the screens show for `O=C(c1ccc(N2CCCC2=O)cc1)N1CC[C@@H](c2ccc(F)cc2)[C@H](O)C1`?
mcGAS MS inh: -40.7

Results for C=CCN(C(=O)CNc1cccc(S(C)(=O)=O)c1)c1ccccc1 ?
mcGAS MS inh: -6.1

What do the screens show for `O=C(c1c[nH]c(=O)c(Cl)c1)N1CCOC(COc2cccc(C(F)(F)F)c2)C1` (stereo unspecified)?
mcGAS MS inh: -5.9

Results for Cn1ncc2c(=O)n(CC(=O)Nc3ccccc3Oc3ccccc3)cnc21 ?
mcGAS MS inh: -2.8

Results for O=S(=O)(Nc1ccc2c(c1)CCC2)c1ccc(Br)cc1 ?
mcGAS MS inh: -9.2

What do the screens show for `O=C(Cn1nc(-c2ccc(Br)cc2)ccc1=O)Nc1cccc(C(F)(F)F)c1`?
mcGAS MS inh: -9.6

How did O=c1nc(NCc2ccco2)ccn1-c1nc(-c2ccccc2)sc1-c1ccccc1 do in these assays?
mcGAS MS inh: -2.2

How did Cn1c(=O)c2c(SCC(=O)Nc3ccccc3)nc(-c3ccccc3)nc2n(C)c1=O do in these assays?
mcGAS MS inh: 7.9

How did CCn1c(SCC(=O)c2cc(C)n(C3CC3)c2C)nnc1N1CCOCC1 do in these assays?
mcGAS MS inh: -13.0
